Nrf2 ARE act = activators of Nrf2 (ARE) signaling. AREc32 ARE-luciferase reporter (MCF7-derived line), luminescence, 24 h. AID 624171. hit rate 0.31% among 410,000. Potency, µM (doses to about 46.1 µM), for the others: top-dose activation, usual class: activators; also: potency is read from the fitted curve at half-maximal effect; % of control where 0% means no effect; nearly all actives have a fitted effect of over 65% in size
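Quantitative high-throughput format: AREc32 reporter cells, 1000 per well, received compound by pin transfer and were incubated 24 hr at 37 deg C, 5% CO2, before Steady-Glo luminescence detection.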
A549 tox = A549 cytotoxicity, counter-screen for Nrf2 inhibitors | A549 ARE-Fluc cells, CellTiter-Fluor viability, 18-24 h | Potency, µM (highest dose often 46 µM), without a hit: top-dose activity change, negative = cytotoxicity, actives largely listed as inhibitors | hit rate 0.16% among 390,000; also: potency is read from the fitted curve at half-maximal effect; % is scaled to controls: 0 for no effect and ±100 for the full control effect
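A549 ARE-Fluc cells in 5% FBS OPTI-MEM, 5000 cells/well, rested 2 h then exposed to compounds in concentration-response for 18-24 h at 37 °C. Viability by CellTiter-Fluor fluorescence (Ex 405/Em 525) after 30 min; luciferase luminescence (BugLite, 15 min, RT) read afterwards.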
ATXN2 expr inh = inhibitors of ATXN2 expression; HEK-293 ATXN2-luciferase reporter, luminescence, 24 h; Potency, µM (highest dose often 57 µM), for the others: at the top dose activity change, negative = inhibition, most hits filed as inhibitors; hit rate 0.72% among 360,000; AID 1745845; also: potency is read from the fitted curve at half-maximal effect; % is scaled to controls: 0 for no effect and ±100 for the full control effect; nearly all actives have a fitted effect of over 55% in size
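qHTS (up to 57 uM final) was run with 24 h compound exposure of reporter cells at 37 °C. Each well was multiplexed: SteadyGlo luminescence measured ATXN2-luciferase expression after a fluorogenic Gly-Phe-AFC viability readout (25 uM final).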
ATXN viability = reduces viability in counter-screen for ATXN expression inhibitors; Potency, µM (titrated, usually from 56.7 µM), hits mostly cytotoxic; S2 cells (HEK-293 line with an ATXN2-luciferase reporter) viability, CellTiter-Fluor protease fluorescence, 24 h; AID 651635; hit rate 0.49% among 400,000; also: potency is read from the fitted curve at half-maximal effect; nearly all actives have a fitted effect of over 40% in size
Nrf2 block = blocks Nrf2 signaling; A549 ARE-Fluc reporter, luciferase luminescence, 18-24 h; Potency, µM (titrated, usually from 46 µM), without a hit: at the top dose activity change, negative = inhibition, usual class: inhibitors; hit rate 2.1% among 360,000; AID 504444; also: potency is read from the fitted curve at half-maximal effect; % is scaled to controls: 0 for no effect and ±100 for the full control effect; nearly all actives have a fitted effect of over 60% in size
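Quantitative HTS in A549 cells stably bearing an antioxidant response element-firefly luciferase construct. Inhibition of Nrf2-driven transcription was scored by luminescence after 18-24 h of compound exposure at 37 °C.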
HepG2 viability = HepG2 cytotoxicity, counter-screen for TGF-b inhibitors; hit rate 0.76% among 410,000; Potency, µM (highest dose often 46.1 µM), for the others: at the highest dose activity change, negative = cytotoxicity, most hits filed as cytotoxic; HepG2 CAGA-GFP viability, ATP luminescence, 18 h; also: potency is read from the fitted curve at half-maximal effect; some results filed as inactive show a strong effect at the top dose
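CellTiter-Glo luminescence gave cytotoxicity after 18 hours at 37 degrees C. The cells were HepG2 CAGA-GFP in 1% FBS DMEM, stimulated with 500 pg/mL TGF-beta after compound addition. %Activity was normalised to no-cell wells (complete cell-killing) and DMSO (no toxicity), and curves were fitted and classified.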
IL-2 act = IL-2 activation | IL-2 activation reporter assay, cell-based qHTS; stimulated with anti-CD3/CD4/CD28 beads; in transgenic mouse T cells | activation, % (series mostly up to about 46 µM) | hit rate 0.065% among 360,000; in the data active = activation above about 50%; inconclusive = mostly about 30% to 49%; also: 0% is about no effect
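EGFP and DsRed fluorescence is measured by plate cytometry in unstimulated transgenic mouse T cells exposed to compound for 60 minutes, then stimulated 18 hours at 37 degrees C with anti-CD3/anti-CD4 beads plus anti-CD28.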
TGFb inhibitor = inhibitors of TGF-b signaling; Potency, µM (highest dose often 46.1 µM), without a hit: at the top dose activity, negative = inhibition, usual class: inhibitors; HepG2 CAGA-GFP TGF-b/SMAD3 reporter, GFP fluorescence, 18 h; TGF-beta stimulated, 500 pg/mL final; hit rate 1.2% among 410,000; also: potency is read from the fitted curve at half-maximal effect; % is scaled to controls: 0 for no effect and ±100 for the full control effect; nearly all actives have a fitted effect of over 65% in size
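HEPG2 CAGA-GFP, 1000 cells/well; 2 h settle, 37 C; cpd via pin tool; TGF-b 500 pg/mL final; 18 h, 37 C; GFP imaging ex488/em500-530; %Activity normalised to -TGF-b and +DMSO controls; CRC fit, curve class.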
EPAC2 ag = agonists of human EPAC2 (RAPGEF4); EPAC2 activation, biochemical qHTS; response scale: 100% = 6.5 mM cAMP response; Q8WZA2; AID 720711; Potency, µM (highest dose often 154 µM), without a hit: at the top dose activation, most hits filed as activators; hit rate 0.079% among 360,000; also: potency is read from the fitted curve at half-maximal effect; nearly all actives have a fitted effect of over 50% in size
Target sequence (Q8WZA2 whole entry, looked up): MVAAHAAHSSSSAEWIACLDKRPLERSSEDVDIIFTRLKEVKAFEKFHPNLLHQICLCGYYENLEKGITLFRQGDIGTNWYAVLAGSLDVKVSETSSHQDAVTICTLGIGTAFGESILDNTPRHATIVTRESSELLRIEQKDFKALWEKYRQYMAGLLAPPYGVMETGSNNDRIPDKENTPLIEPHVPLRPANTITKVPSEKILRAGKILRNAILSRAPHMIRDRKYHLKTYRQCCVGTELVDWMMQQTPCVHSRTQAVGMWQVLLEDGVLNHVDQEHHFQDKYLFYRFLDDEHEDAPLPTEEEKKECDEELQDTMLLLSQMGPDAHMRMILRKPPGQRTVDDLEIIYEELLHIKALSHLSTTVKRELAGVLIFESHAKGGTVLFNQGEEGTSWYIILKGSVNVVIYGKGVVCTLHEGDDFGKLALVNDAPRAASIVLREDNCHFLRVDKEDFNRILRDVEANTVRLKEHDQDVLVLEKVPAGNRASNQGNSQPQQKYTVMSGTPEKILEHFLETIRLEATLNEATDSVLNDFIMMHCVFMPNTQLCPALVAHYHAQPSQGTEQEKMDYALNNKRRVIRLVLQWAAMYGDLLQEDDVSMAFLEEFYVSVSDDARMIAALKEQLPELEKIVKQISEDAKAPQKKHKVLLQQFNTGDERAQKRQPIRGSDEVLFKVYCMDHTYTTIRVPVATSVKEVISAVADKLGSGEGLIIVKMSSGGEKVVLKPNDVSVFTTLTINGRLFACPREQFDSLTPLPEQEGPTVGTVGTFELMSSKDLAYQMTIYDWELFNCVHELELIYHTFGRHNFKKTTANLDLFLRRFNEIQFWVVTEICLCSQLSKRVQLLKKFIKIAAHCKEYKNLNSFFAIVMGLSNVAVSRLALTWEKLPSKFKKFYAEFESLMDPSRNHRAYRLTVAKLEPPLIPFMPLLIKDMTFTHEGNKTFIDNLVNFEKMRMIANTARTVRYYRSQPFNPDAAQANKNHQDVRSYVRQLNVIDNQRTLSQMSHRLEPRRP
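In this primary screen, activation is scored as increased exchange of BODIPY-GDP from Rap1B by 100 nM EPAC2, with 50 uM GDP as competitor. Signal is normalized to the 6.5 mM cAMP agonist control.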
Active calls of the source: *; & = joins results of further samples; [ ] = remark or other dose. Unless noted, calls follow the shape of the dose curve; as a rule, active = well fitted curve in the direction sought with a large enough effect; inconclusive = small, poorly fitted or top-dose-only effect, or another doubt; inactive = no such curve, though single readings can be large; an effect the other way counts as inactive or inconclusive.

Screening COc1cccc(-c2nc(SCC(=O)NCc3ccco3)c3c(=O)n(C)c(=O)n(C)c3n2)c1 returned Nrf2 ARE act -0.8%, A549 tox 2%, ATXN2 expr inh 1%, ATXN viability inactive, HepG2 viability 6% and TGFb inhibitor -1%.
For COc1ccc(-n2cc(-c3ccccc3)[n+]3c2CCCCC3)cc1 the results were Nrf2 ARE act -0.2%, A549 tox -14%, ATXN2 expr inh inconclusive, ATXN viability inactive, Nrf2 block 8.2µM*, HepG2 viability -17%, IL-2 act -0.5, TGFb inhibitor -22% and EPAC2 ag 3%.
`Cc1nn(-c2cc(N3CCCCCC3)ccc2[N+](=O)[O-])c(=O)c2ccccc12` gave Nrf2 ARE act 0.3%, A549 tox inconclusive, ATXN2 expr inh -4%, ATXN viability inconclusive, Nrf2 block inconclusive, HepG2 viability -13%, IL-2 act -1.0, TGFb inhibitor 6% and EPAC2 ag 6%.
`O=S(=O)(c1ccc2c(c1)CCCC2)N1CCN(c2nc(-c3cccs3)nc3ccccc23)CC1` gave A549 tox 5%, Nrf2 block 5%, HepG2 viability -2% and TGFb inhibitor 28%.
COC(=O)[C@]1(Cc2ccccc2)N[C@H](CN(C)C(=O)Nc2ccc(F)cc2)[C@@H]2C(=O)N(C)C(=O)[C@@H]21 was read as Nrf2 ARE act 0.0%, A549 tox 15%, ATXN2 expr inh -6%, ATXN viability inactive, Nrf2 block 7%, HepG2 viability -28%, IL-2 act 2.0, TGFb inhibitor -12% and EPAC2 ag 4%.
Cc1cc(C(F)F)n2nc(C(=O)Nc3ccc(S(=O)(=O)N4CCCCCC4)cc3)nc2n1 was read as Nrf2 ARE act -0.7%, A549 tox -4%, ATXN2 expr inh inconclusive, ATXN viability inactive, HepG2 viability 3%, IL-2 act 1.2, TGFb inhibitor 10% and EPAC2 ag -3%.
Cn1cnnc1SCC(=O)Nc1ccccc1F was read as Nrf2 ARE act -0.2%, A549 tox 0%, ATXN2 expr inh 2%, ATXN viability inactive, Nrf2 block 6%, HepG2 viability 1%, IL-2 act -1.7, TGFb inhibitor 8% and EPAC2 ag -2%.
Screening COc1ccc(-c2nc(-c3ccc(C(=O)O)cc3)no2)cc1 returned Nrf2 ARE act 0.4%, A549 tox -6%, ATXN2 expr inh 8%, ATXN viability inactive, Nrf2 block inconclusive, HepG2 viability -3%, IL-2 act -0.1, TGFb inhibitor -4% and EPAC2 ag 11%.
For O=C(/C=C/c1ccc([N+](=O)[O-])cc1)NCc1ccco1 the results were Nrf2 ARE act 8.3%, A549 tox 2%, ATXN2 expr inh 33%[activator], ATXN viability inactive, Nrf2 block 0%, HepG2 viability -16%, IL-2 act -1.2, TGFb inhibitor -20% and EPAC2 ag 5%.
CN(CCO)c1nc(N)c(C#N)c(CC#N)c1C#N was read as Nrf2 ARE act 3.4%, A549 tox 3%, ATXN2 expr inh 8%, ATXN viability inactive, Nrf2 block 6%, HepG2 viability -18%, IL-2 act 2.0, TGFb inhibitor -8% and EPAC2 ag 1%.

Reprinted at random: 2 entries already listed
For COc1ccc(-n2cc(-c3ccccc3)[n+]3c2CCCCC3)cc1 the results were Nrf2 ARE act -0.2%, A549 tox -14%, ATXN2 expr inh inconclusive, ATXN viability inactive, Nrf2 block 8.2µM*, HepG2 viability -17%, IL-2 act -0.5, TGFb inhibitor -22% and EPAC2 ag 3%.
CN(CCO)c1nc(N)c(C#N)c(CC#N)c1C#N was read as Nrf2 ARE act 3.4%, A549 tox 3%, ATXN2 expr inh 8%, ATXN viability inactive, Nrf2 block 6%, HepG2 viability -18%, IL-2 act 2.0, TGFb inhibitor -8% and EPAC2 ag 1%.

(more compounds)
`CSc1ncccc1C(=O)OCC(=O)N1CC2(C)CC1CC(C)(C)C2` (stereo not given) gave Nrf2 ARE act 0.3%, A549 tox 1%, ATXN2 expr inh 3%, ATXN viability inactive, Nrf2 block 14%, HepG2 viability -18%, IL-2 act 0.1, TGFb inhibitor 17% and EPAC2 ag 8%.
For COc1ccccc1NC(=O)c1cc2c(-c3ccccc3)nn(-c3ccccc3)c2s1 the results were Nrf2 ARE act -0.8%, A549 tox -6%, ATXN2 expr inh 1%, ATXN viability inactive, Nrf2 block -29%, HepG2 viability -8% and TGFb inhibitor 16%.
`CCOc1ccc(NC(=O)C/C(C)=N/NC(=O)COc2ccc(Br)cc2C)cc1` gave Nrf2 ARE act 0.1%, A549 tox -2%, ATXN2 expr inh 2%, ATXN viability inactive, Nrf2 block -2%, HepG2 viability -5%, IL-2 act 3.1, TGFb inhibitor -11% and EPAC2 ag -6%.
CCS(=O)(=O)c1ccc(O)c(NC(=O)Nc2cccc3ccccc23)c1 was read as Nrf2 ARE act 2.2%, A549 tox -11%, ATXN2 expr inh 2%, ATXN viability inactive, Nrf2 block -1%, HepG2 viability 13%, IL-2 act -0.7, TGFb inhibitor 9% and EPAC2 ag 8%.
For O=C(NCc1ccccc1Cl)c1ccc2c(c1)NC(=O)C(CS(=O)(=O)Cc1ccc(F)cc1Cl)N2 (stereo not given) the results were Nrf2 ARE act -0.5%, A549 tox 6%, HepG2 viability -47% and TGFb inhibitor inconclusive.
`Cc1cc(C)nc(NN2C(=O)/C(=C/c3ccccc3)SC2=S)n1` gave Nrf2 ARE act 0.0%, A549 tox 3%[1.84 µM], ATXN2 expr inh -11%, ATXN viability inactive, Nrf2 block 2%, HepG2 viability -4%, IL-2 act -2.7, TGFb inhibitor -3% and EPAC2 ag -4%.
`COC(=O)/C=C/c1ccc(-n2ccnc2)cc1` gave Nrf2 ARE act 1.6%, A549 tox 0%, ATXN2 expr inh 21%[11.3 µM], ATXN viability inactive, Nrf2 block inconclusive, HepG2 viability 15%, IL-2 act 3.7, TGFb inhibitor -3% and EPAC2 ag 5%.
For CCCCNC(=O)c1cc2c(=O)n3cccc(C)c3nc2s1 the results were Nrf2 ARE act 0.0%&6.5%, A549 tox 1%&8%, ATXN2 expr inh 16%&12%, ATXN viability inactive, Nrf2 block -13%&12%, HepG2 viability -12%&-15%, IL-2 act -2.9, TGFb inhibitor 0%&-4% and EPAC2 ag -11%.
Screening O=C1CCCN2N=C(SCC(=O)Nc3ccc(Br)cc3)SC2=N1 returned Nrf2 ARE act 2.4%, A549 tox -3%, ATXN2 expr inh 23%, ATXN viability inactive, Nrf2 block -7%, HepG2 viability 13%, IL-2 act -2.3, TGFb inhibitor 17% and EPAC2 ag 6%.
For CCCCc1nc2ccccc2[nH]1 the results were Nrf2 ARE act 0.3%, A549 tox 0%, ATXN2 expr inh 0%, ATXN viability inactive, Nrf2 block 3%, HepG2 viability 6%, IL-2 act 1.7, TGFb inhibitor 2% and EPAC2 ag 9%.
`Cc1ccc(NC(=O)C2CCN(S(=O)(=O)c3cc([N+](=O)[O-])ccc3Cl)CC2)nc1` gave Nrf2 ARE act inconclusive, A549 tox -17%, ATXN viability inconclusive, Nrf2 block 21µM*, HepG2 viability -14%, IL-2 act -0.5, TGFb inhibitor inconclusive and EPAC2 ag 10%.
For O=c1[nH]nnc2c1sc1nc(N3CCOCC3)c3c(c12)CCCC3 the results were Nrf2 ARE act 0.5%, A549 tox -7%, ATXN2 expr inh -3%, ATXN viability inactive, Nrf2 block inconclusive, HepG2 viability 15%, IL-2 act 0.2, TGFb inhibitor 5% and EPAC2 ag 1%.
`COc1ccc(Cl)cc1N(C(C)=O)c1nc(C)cc(C)c1C#N` gave Nrf2 ARE act 11%, A549 tox -3%, ATXN viability inconclusive, Nrf2 block 6%, HepG2 viability -25%, IL-2 act 0.1, TGFb inhibitor -10% and EPAC2 ag 1%.
Screening CN(Cc1c(C(=O)N/N=C/c2ccccc2)nnn1-c1nonc1N)c1ccccc1 returned Nrf2 ARE act 0.0%, A549 tox 0%, ATXN2 expr inh -21%, ATXN viability inactive, Nrf2 block -6%, HepG2 viability -21%, IL-2 act 1.2, TGFb inhibitor -12% and EPAC2 ag 7%.
For Cc1cc(C)n2nnnc2n1 the results were Nrf2 ARE act -0.5%, A549 tox 1%, ATXN2 expr inh 11%, ATXN viability inactive, Nrf2 block 7%, HepG2 viability -1%, IL-2 act 6.9, TGFb inhibitor 0% and EPAC2 ag 3%.
For O=C(O)C(Cc1c[nH]c2ccccc12)N1C(=O)c2ccccc2C1=O (stereo not given) the results were Nrf2 ARE act -0.1%, A549 tox 5%, ATXN2 expr inh 2%, ATXN viability inactive, Nrf2 block 16%, HepG2 viability -5%, IL-2 act -0.8, TGFb inhibitor 9% and EPAC2 ag 2%.
O=C(CCc1ccccc1)c1nnc(-c2ccccc2)o1 was read as Nrf2 ARE act 0.6%, A549 tox 12%, ATXN2 expr inh 22%, ATXN viability inactive, Nrf2 block inconclusive, HepG2 viability -17%, IL-2 act 0.8, TGFb inhibitor -2% and EPAC2 ag 17%.
For Cc1ccc(-n2nc3ccc(NC(=O)/C=C/c4ccco4)cc3n2)cc1 the results were Nrf2 ARE act inconclusive, A549 tox -19%, ATXN2 expr inh 11%, ATXN viability inactive, Nrf2 block inconclusive, HepG2 viability -1%, IL-2 act 0.9, TGFb inhibitor -39% and EPAC2 ag -1%.
For Cc1cc2oc(=O)cc(-c3ccccc3)c2c(C)c1-c1ccc(C(F)(F)F)cc1 the results were Nrf2 ARE act 0.4%, A549 tox inconclusive, ATXN2 expr inh -4%, ATXN viability inactive, Nrf2 block inconclusive, HepG2 viability -24%, IL-2 act -0.9, TGFb inhibitor -18% and EPAC2 ag 7%.
`NC(=S)N=Nc1c(O)n(Cc2ccc(F)cc2)c2ccccc12` gave Nrf2 ARE act -0.6%, A549 tox -5%, ATXN2 expr inh inconclusive, ATXN viability inconclusive, Nrf2 block -26%, HepG2 viability -25%, IL-2 act -0.8, TGFb inhibitor -10% and EPAC2 ag 2%.
